SIRT5 inh: SIRT5 desuccinylase inhibitors, primary screen, biochemical, fluorescence imaging, single point, set 5; inhibition, % at 15 µM; 1.1% of 330,000 active; Purified SirT5, succinyl-peptide AMC, trypsin-coupled fluorescence; in the data active means inhibition above about 15%; inconclusive means no clear call, values can overlap the other calls
Target sequence (Q9NXA8 whole entry, looked up): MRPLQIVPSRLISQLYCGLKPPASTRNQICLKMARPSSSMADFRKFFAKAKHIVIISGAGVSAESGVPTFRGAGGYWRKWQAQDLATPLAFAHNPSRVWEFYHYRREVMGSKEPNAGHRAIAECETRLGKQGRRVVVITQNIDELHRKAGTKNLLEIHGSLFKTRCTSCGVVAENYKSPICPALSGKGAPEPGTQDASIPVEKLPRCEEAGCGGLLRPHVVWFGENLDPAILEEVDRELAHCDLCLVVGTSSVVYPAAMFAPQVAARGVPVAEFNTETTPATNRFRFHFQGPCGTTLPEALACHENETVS
EWS-Fli block: EWS/Fli-driven NR0B1 reporter inhibitors, primary screen, A673 cells, NR0B1 luciferase, luminescence, MLPCN library; viability-normalised; inhibition, % at 12.6 µM; 0.67% of 350,000 active;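 active means mean inhibition of at least 50% after viability correction, with every replicate also passing that limit; inconclusive means mean reaches 50% but only one of two replicates passes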;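 further: firefly luciferase signal divided by Alamar Blue viability fluorescence both relative to DMSO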
ARNT TACC3 PPI: disruptors of ARNT/TACC3 protein interaction, primary screen, biochemical, AlphaScreen, single concentration; Transforming acidic coiled-coil-containing protein 3 (Homo sapiens), Q9Y6A5; inhibition, % at 9.99 µM; 0.66% of 390,000 active; AlphaScreen His-ARNT PAS-B/GST-TACC3 binding, luminescence; TACC3 fragment carries E629A point mutation;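 active means mean inhibition of replicates at least 50% and at least half of replicates each reaching 50%; inconclusive means half or more replicates reach 50% but mean below 50%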;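 further: 0% = complete ARNT plus TACC3 wells and 100% = ARNT alone without TACC3; many hits fall short of the cut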
Casp6 inh: human caspase-6 inhibitors, primary screen, biochemical, VEID-R110 fluorescence, single point, set 2. P55212. 0.53% of 350,000 active. inhibition, % at 12.5 µM. AID 686996, 2013. purified caspase-6, Z-VEID-R110 cleavage fluorescence;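 active means mean inhibition across replicates at least about 35%, with every replicate also reaching that limit, limit read from the data; inconclusive means only one of the two criteria met; inactive means neither criterion met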;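 further: 0% = median of neutral control wells and 100% = no fluorescence left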
Target sequence (P55212 24-179 limits assumed): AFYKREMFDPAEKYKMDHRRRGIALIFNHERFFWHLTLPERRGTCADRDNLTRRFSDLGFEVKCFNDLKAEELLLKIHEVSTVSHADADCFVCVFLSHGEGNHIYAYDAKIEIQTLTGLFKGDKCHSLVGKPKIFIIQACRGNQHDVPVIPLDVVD
Target sequence (P55212 194-293 limits assumed): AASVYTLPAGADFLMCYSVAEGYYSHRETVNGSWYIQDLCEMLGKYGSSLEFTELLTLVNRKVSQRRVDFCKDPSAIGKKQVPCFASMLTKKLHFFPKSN
PAX8 inh HTS: inhibitors of PAX8-driven TPO luciferase reporter, primary screen, RMG-I cells, single concentration. SteadyGlo, 24 h. inhibition, % at 12.6 µM. 1.2% of 360,000 active. AID 652154, 2013;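 active means mean replicate inhibition at least 60% with every replicate also reaching 60%; inconclusive means only one of the two criteria is met; inactive means mean below 60% and not all replicates reaching 60%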;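 further: luciferase light reporting Pax8 driven TPO promoter activity; plate controls were median of neutral control wells for no effect and mitoxantrone controls for full effect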
LGR2 antag: inhibitors of bursicon-induced LGR2 CRE-luciferase signal, primary screen, cell-based, HEK293, CRE-luciferase reporter, bursicon stimulation. AID 720647, 2013. Drosophila bursicon receptor LGR2 (rickets). 0.35% of 380,000 active. bursicon-stimulated, 4 h. inhibition, % at 9.99 µM;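 active means drop in luminescence signal, shown as inhibition above about 50% in the replicate tests, limit read from the data, passing the limit was not always enough; inconclusive means probably only some replicates passing the limit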;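 further: agonist challenge used bursicon conditioned medium at about half maximal strength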
DENV2 CPE rescue: inhibitors of DENV2 cytopathic effect, primary screen, cell-based, plate reader, single concentration | DENV2-infected cells, cytopathic effect rescue | CPE inhibition, % at 9.99 µM | 1.7% of 350,000 active | AID 651640, 2012; in the data active means CPE inhibition above about 20%, passing the limit was not always enough; inconclusive means no clear call, values can overlap the other calls; tested in BHK-21 cells;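 further: 0% = median of neutral control wells and 100% = median of positive control wells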
* hit, by the source's call; ? = inconclusive; · = not tested or not shown.

Start of the data: the first 12 records, ahead of the listing:
SMILES	SIRT5 inh	EWS-Fli block	ARNT TACC3 PPI	Casp6 inh	PAX8 inh HTS	LGR2 antag	DENV2 CPE rescue
Cn1c(SCC(=O)NNC(=O)c2ccccc2)nnc1C(F)(F)F	-0.6	-2.2	3.1	0.1	-87.6	-3.4	-2.1
COc1ccc(/C=C(\NC(=O)c2cccs2)C(=O)NC(C)(C)C)cc1OC	-4.4	11.5	4.5	0.8	-27.4	-7.1	-2.6
Cc1nnc(SCC(=O)NC2CCCC2)n1C(C)C	5.3	-2.3	3.2	-1.4	-2.7	0.9	0.6
Cc1cc(NC(=O)CCC(=O)N(c2ccc(F)cc2)C(C(=O)NC2CCCC2)c2ccc(C)o2)no1 (stereo not given)	2.3	4.6	·	0.9	-4.7	-24.7	3.8
COc1cccc(NC2=NCC(=O)N2Cc2cccs2)c1	2.7	·	-1.4	-0.5	·	·	·
CCCCc1cc(=O)oc2cc(C)cc(OCC(=O)N3CCC(C(=O)O)CC3)c12	-20.1	-0.9	-3.3	-1.8	·	-14.6	-5.9
CC(C)N(Cc1cnn(C)c1)Cc1nc(-c2ccc(Cl)cc2)no1	-0.6	-4.2	-2.4	0.5	-2.8	5.0	·
CS(=O)(=O)c1ccc(C(=O)OCC(=O)NNC(=O)COc2ccc(Cl)cc2)cc1	0.6	-10.3	0.6	-10.4	-22.6	2.6	7.6
Clc1ccc(-c2cn3c(n2)SCC3)cc1	-3.7	-123.8	-18.1	-2.9	-248.5	-6.2	-6.1
COc1ccccc1CNS(=O)(=O)c1cc2c3c(c1)CCC(=O)N3CCC2	0.8	9.4	0.4	-0.9	5.1	-14.2	?
COc1ccc(CN2CCC(Oc3ccc(C(=O)NCc4ccccn4)cc3)CC2)c(F)c1	1.6	10.7	2.4	-2.5	13.0	-3.6	15.3
Nc1ccc(Cc2ccc(N)c(O)c2)cc1O	0.0	-7.0	-1.9	0.9	-4.1	4.7	6.7

Results (from the top)
SMILES	SIRT5 inh	EWS-Fli block	ARNT TACC3 PPI	Casp6 inh	PAX8 inh HTS	LGR2 antag	DENV2 CPE rescue
Cn1c(SCC(=O)NNC(=O)c2ccccc2)nnc1C(F)(F)F	-0.6	-2.2	3.1	0.1	-87.6	-3.4	-2.1
COc1ccc(/C=C(\NC(=O)c2cccs2)C(=O)NC(C)(C)C)cc1OC	-4.4	11.5	4.5	0.8	-27.4	-7.1	-2.6
Cc1nnc(SCC(=O)NC2CCCC2)n1C(C)C	5.3	-2.3	3.2	-1.4	-2.7	0.9	0.6
Cc1cc(NC(=O)CCC(=O)N(c2ccc(F)cc2)C(C(=O)NC2CCCC2)c2ccc(C)o2)no1 (stereo not given)	2.3	4.6	·	0.9	-4.7	-24.7	3.8
COc1cccc(NC2=NCC(=O)N2Cc2cccs2)c1	2.7	·	-1.4	-0.5	·	·	·
CCCCc1cc(=O)oc2cc(C)cc(OCC(=O)N3CCC(C(=O)O)CC3)c12	-20.1	-0.9	-3.3	-1.8	·	-14.6	-5.9
CC(C)N(Cc1cnn(C)c1)Cc1nc(-c2ccc(Cl)cc2)no1	-0.6	-4.2	-2.4	0.5	-2.8	5.0	·
CS(=O)(=O)c1ccc(C(=O)OCC(=O)NNC(=O)COc2ccc(Cl)cc2)cc1	0.6	-10.3	0.6	-10.4	-22.6	2.6	7.6
Clc1ccc(-c2cn3c(n2)SCC3)cc1	-3.7	-123.8	-18.1	-2.9	-248.5	-6.2	-6.1
COc1ccccc1CNS(=O)(=O)c1cc2c3c(c1)CCC(=O)N3CCC2	0.8	9.4	0.4	-0.9	5.1	-14.2	?
COc1ccc(CN2CCC(Oc3ccc(C(=O)NCc4ccccn4)cc3)CC2)c(F)c1	1.6	10.7	2.4	-2.5	13.0	-3.6	15.3
Nc1ccc(Cc2ccc(N)c(O)c2)cc1O	0.0	-7.0	-1.9	0.9	-4.1	4.7	6.7
O=C(Cn1cnc2c(OCc3ccccc3)ncnc21)N[C@H](CO)Cc1cc2ccccc2[nH]1	-4.0	1.5	-6.0	-2.9	13.2	-9.2	7.5
CCOC(=O)c1cc(OC(C)=O)c2ccc(OC)c(OC)c2c1	-2.2	-7.9	·	-1.1	-11.4	-18.5	7.0
CC(C)Oc1ccc(F)cc1-c1cc(C(=O)NCc2ccc(F)cc2)[nH]n1	1.1	-0.6	·	-2.7	19.3	4.0	-1.6
COCC(=O)N1CCCCN2[C@H](CO)[C@H](c3ccc(-c4ccccc4)cc3)[C@@H]2C1	-2.6	-8.4	-6.7	-5.4	-16.9	-1.6	-9.4
CCC(Sc1nnc(-c2ccco2)n1C)C(=O)Nc1nnc(C)s1 (stereo not given)	-4.2	-1.2	-3.9	1.4	-10.3	9.0	4.9
COc1ccc(CCN2C(=O)C3C4C=CC(C5CC45)C3C2=O)cc1OC (stereo not given)	7.9	2.4	4.8	2.9	15.3	3.3	-2.6
COC(=O)CN1C(=O)[C@H]2[C@@H](c3ccc(C)o3)N3C(=O)CN(Cc4ccccn4)C(=O)[C@@]3(Cc3ccccc3)[C@H]2C1=O	-3.2	-2.2	-0.5	2.4	-17.8	·	-10.8
CCCOc1ccc(CN2CCOCC2)cc1OC	-1.5	-5.4	-5.5	0.7	-4.0	-11.3	0.0
COCC(=O)N1CCCC(C(=O)c2ccc(-c3ccccc3)cc2)C1 (stereo not given)	3.1	-14.5	-5.0	1.6	-31.3	-3.3	13.1
C[C@@H]1CN([C@H](C)CO)C(=O)c2cc(NC(=O)NC3CCCCC3)ccc2O[C@@H](C)CCCCO[C@@H]1CN(C)S(=O)(=O)c1ccc(Cl)cc1	11.9	-0.1	-4.3	-1.6	18.3	4.8	-9.3
CCOc1ccccc1N(CC(=O)NCCOC)C(=O)CCC(=O)Nc1ccccn1	7.6	0.2	-2.5	-2.4	-3.2	·	-2.1
O=C(Cc1ccccn1)N[C@H]1CC[C@@H](CCNC(=O)c2cc(Cl)cc(Cl)c2)O[C@H]1CO	-2.2	1.4	-2.9	0.5	7.3	6.8	6.1
COc1cc(C2NC(=S)NC(C)=C2C(=O)Nc2cc(C)cc(C)c2)ccc1O (stereo not given)	-2.6	-3.1	3.4	3.0	-18.6	10.5	·
COc1ccc(C(=O)NCN2CCN(c3ccccc3)CC2)cc1OC	-16.2	-0.4	·	-0.9	-12.4	0.9	-1.1
O=C(NCCOc1ccccc1)c1ccccc1[N+](=O)[O-]	-3.4	-14.5	-0.6	1.9	-7.3	-14.4	3.6
CC1CN(S(=O)(=O)c2cccc(C(=O)Nc3ccccc3N3CCCC3)c2)CC(C)O1 (stereo not given)	-5.9	19.0	·	-8.1	29.7	4.3	-0.3
O=C(Nc1ccc(Cl)cc1Cl)C1CCCO1 (stereo not given)	-0.6	-17.3	3.3	-2.1	2.0	-8.3	8.5
O=S1(=O)CSCS(=O)(=O)C1	-1.4	-9.8	0.6	13.5	5.8	19.6	-6.0
O=C(NCCCn1ccnc1)c1cc(-c2ccccc2)on1	-3.7	-83.0	1.7	-10.6	10.0	-50.5	1.0
CO[C@H]1CC[C@H]2CCOc3ccc(C#N)cc3C(=O)N(C)C[C@H](OC)[C@@H](C)C(=O)N(C)C[C@@H]1O2	-4.4	-4.8	-1.0	3.6	-8.3	-12.2	-1.1
O=C(Nc1ccc(-c2nc3cccnc3s2)cc1)c1ccco1	-2.5	-33.7	-7.1	0.9	-151.3	31.1	-1.3
CCCCCCC(C)OC(=O)Nc1cccc2ccccc12 (stereo not given)	-0.2	12.4	-13.6	-0.3	-9.3	2.8	0.5
CCOC(=O)C(Cc1ccccc1)C(=O)Nc1ccc(N(CC)CC)cc1 (stereo not given)	·	·	5.4	·	7.1	26.6	·
COc1ccc(CCNC(=O)CNS(=O)(=O)c2ccc(F)c(Cl)c2)cc1OC	2.3	7.4	-2.1	29.0	12.5	-1.3	3.0
CCc1ccc(N(CC(=O)NCc2ccc(F)cc2)C(=O)c2csnn2)cc1	-2.2	-1.4	-6.2	0.3	7.6	-3.7	-5.2
CN(C(=O)c1cc2c(=O)n3ccccc3nc2s1)C1CCCCC1	-14.3	-30.4	-10.1	0.0	-83.7	-47.2	-5.0
COc1ccc(CNc2nc3nc(C)c(Cl)c(=O)n3[nH]2)cc1	-9.6	2.3	10.3	-5.1	-2.0	-1.7	7.7
CS(=O)(=O)N(CC(=O)Nc1ccc(CC#N)cc1)c1ccc(C23CC4CC(CC(C4)C2)C3)cc1	0.8	-14.6	5.1	-1.1	·	6.1	2.9
Cc1ccc(C)c(CSc2nnc(C)c(=O)[nH]2)c1	-5.5	-25.2	-3.3	1.8	0.2	-0.1	1.1
COc1ccccc1C1SCCN1C(=O)c1ccc([N+](=O)[O-])cc1 (stereo not given)	1.7	3.2	-0.1	-2.0	6.2	12.0	2.8
Cc1noc(C)c1NC(=O)Nc1cccc2c1O[C@@H](CN(C)C)[C@H](C)CN([C@@H](C)CO)C2=O	0.0	-3.6	-2.4	2.0	11.2	-4.4	15.3
CCN1CCN(CC(O)COC(c2ccccc2)c2ccccc2)CC1 (stereo not given)	-3.6	2.8	0.0	-4.4	-13.1	·	6.2
C[C@@H]1CCCCO[C@H](CN(C)C)[C@H](C)CN([C@H](C)CO)C(=O)c2cc(NC(=O)c3ccncc3)ccc2O1	-1.5	-5.3	-3.9	-4.0	-7.1	28.7	34.3*
C[C@@H]1CN([C@@H](C)CO)S(=O)(=O)c2ccc(C3=CCCC3)cc2O[C@H]1CN(C)C(=O)CC1CC1	-1.0	-12.1	3.8	3.0	·	2.0	15.2
COc1cc(NC(=O)OCc2ccccc2)c2ncccc2c1	1.6	-11.8	-9.7	0.6	15.7	-6.8	4.6
CO[C@H]1CN(C)C(=O)c2ccc(NS(C)(=O)=O)cc2OC[C@@H](C)N(C(=O)CC2CC2)C[C@@H]1C	-11.1	-6.0	-0.3	·	·	-1.1	-3.1
Cc1noc(C)c1NC(=O)N(C)C[C@@H]1Oc2ccc(NC(=O)NC3CCCCC3)cc2CC(=O)N([C@@H](C)CO)C[C@@H]1C	-2.9	-10.6	1.8	0.9	·	-13.9	7.2
C[C@H](OC(=O)c1[nH]cnc1C(=O)N1CCN(C(=O)OC(C)(C)C)CC1)c1ccccc1	-1.7	4.3	-32.3	-3.1	10.7	-3.7	-0.9

Next part
SMILES	SIRT5 inh	EWS-Fli block	ARNT TACC3 PPI	Casp6 inh	PAX8 inh HTS	LGR2 antag	DENV2 CPE rescue
NC(=O)C1CCCN(C(=O)CCc2nnc(C3(c4ccc(Cl)cc4)CCC3)o2)C1 (stereo not given)	1.8	·	-3.7	2.7	-27.3	-5.4	18.6
CCc1nnc(NC(=O)c2cc(-c3ccccn3)nc3ccccc23)s1	2.1	2.8	2.1	1.8	2.0	·	6.3
Fc1cccc(/C=N/N=C/c2cccc(F)c2)c1	-2.9	-15.0	0.6	2.6	-55.3	-136.8	2.8
CCc1noc(C)c1C(=O)OCC(=O)c1ccc(OC)c(OC)c1	-4.7	-3.5	-1.0	3.6	-1.6	-3.8	-5.5

Bioassay records: PubChem BioAssay, Broad Institute
